Compound activity from PubChem BioAssay.
DRD3 antagonist – D3 dopamine receptor (human) antagonism | AID 652054 | hit rate 2.5% among 360,000 | P35462 | D3R cells, DiscoveRx beta-arrestin luminescence, antagonist mode; active compounds read low | max response, negative = inhibition, %; in the data active = max response below about -50%; inconclusive = no clear call, values can overlap the other calls; note: % is set by controls: 0 for no effect and ±100 for the full control effect; mostly tested at two doses, the higher about 12 µM
Target sequence (P35462 whole entry, looked up): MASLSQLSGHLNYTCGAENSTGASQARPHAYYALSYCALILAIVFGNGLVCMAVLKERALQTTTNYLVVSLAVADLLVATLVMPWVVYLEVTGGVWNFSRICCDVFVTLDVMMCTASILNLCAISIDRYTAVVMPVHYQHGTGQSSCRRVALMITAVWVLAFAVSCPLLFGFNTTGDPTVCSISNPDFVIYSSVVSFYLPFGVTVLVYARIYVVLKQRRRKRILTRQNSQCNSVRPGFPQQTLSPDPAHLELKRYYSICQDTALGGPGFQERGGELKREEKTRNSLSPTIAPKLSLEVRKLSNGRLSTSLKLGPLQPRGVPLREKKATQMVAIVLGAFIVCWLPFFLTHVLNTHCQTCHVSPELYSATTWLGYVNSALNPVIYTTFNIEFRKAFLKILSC
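Cells expressing the human receptor were seeded at 1500 cells/well, incubated overnight at 37 degrees C in 5% CO2, then exposed to library compounds with dopamine controls for 90 minutes at 37 degrees C before luminescent detection.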
DRD3 agonist – agonists of human D3 dopamine receptor. hit rate 0.58% among 410,000. P35462. max activation, %. D3R DiscoveRx beta-arrestin cells, luminescence, 90 min; in the data active = max activation above about 30%; note: 0% is about no effect; mostly tested at two doses, the higher about 12 µM
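Agonist-mode cell screen: cells plated at 1500/well and incubated overnight at 37 °C, then exposed to library compounds for 90 min at 37 °C. Detection reagent was added for 30–60 min at room temperature, and luminescence was read.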
GLP-1R agonist – GLP-1 receptor (human) agonism | AID 624172 | HEK293 GLP-1R CRE-luciferase, luminescence, 4-6 h; cells express a hypersensitive GLP-1R form | Potency, µM (series often up to 45.6 µM), for the others: at the highest dose activation, usual class: activators | P43220 | hit rate 0.007% among 380,000; note: potency is the fitted concentration of half-maximal effect; % of control where 0% means no effect
Target sequence (P43220 whole entry, looked up): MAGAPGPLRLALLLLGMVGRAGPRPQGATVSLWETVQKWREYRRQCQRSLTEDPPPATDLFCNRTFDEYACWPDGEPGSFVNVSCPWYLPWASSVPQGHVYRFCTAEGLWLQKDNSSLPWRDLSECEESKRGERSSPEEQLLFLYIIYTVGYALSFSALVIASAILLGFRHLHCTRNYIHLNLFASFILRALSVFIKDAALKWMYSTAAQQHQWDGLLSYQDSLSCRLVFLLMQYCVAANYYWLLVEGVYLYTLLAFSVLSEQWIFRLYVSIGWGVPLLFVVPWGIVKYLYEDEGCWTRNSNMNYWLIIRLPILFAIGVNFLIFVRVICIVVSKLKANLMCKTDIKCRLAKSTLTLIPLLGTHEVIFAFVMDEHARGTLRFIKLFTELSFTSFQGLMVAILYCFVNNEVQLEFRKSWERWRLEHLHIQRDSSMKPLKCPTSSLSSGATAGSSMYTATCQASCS
KB-V1 MDR tox – KB-V1 MDR subline cytotoxicity; KB-V1 MDR cells viability, CellTiter-Glo, 72 h; Potency, µM (titrated, usually from 46.1 µM), without a hit: at the highest dose activity change, negative = cytotoxicity, usual class: cytotoxic; hit rate 3.4% among 400,000; note: potency is the fitted concentration of half-maximal effect; % is set by controls: 0 for no effect and ±100 for the full control effect; nearly all actives have a fitted effect of over 60% in size
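KB-V1, DMEM (no phenol red) + 10% FBS; cpd pin-transferred, titration series; 72 h, 37 degrees C; CellTiter-Glo, luminescence. Data normalized, curve-fit.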
SW480 rerep – inducers of DNA re-replication in SW480 colon cancer cells; SW480 DNA re-replication, Hoechst DNA content imaging, 48 h; Potency, µM (series often up to 46.1 µM), for inactives: at the highest dose re-replication activation, actives largely listed as activators; hit rate 1.8% among 340,000; note: potency is the fitted concentration of half-maximal effect; % of control where 0% means no effect; nearly all actives have a fitted effect of over 55% in size
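250 cells/well; 23 nL cpd via pin tool; 48 hr, 37 C, 5% CO2; Hoechst 40 min; imager read of total nuclear intensity, ex 405/em 500-530 nm.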
KB-3-1 tox – kills parental KB-3-1 adenocarcinoma cells; KB-3-1 viability, CellTiter-Glo ATP luminescence, 72 h; Potency, µM (doses to about 46.1 µM), inactives show top-dose activity change, negative = cytotoxic, usual class: cytotoxic; hit rate 1.4% among 400,000; AID 1347075; note: potency is the fitted concentration of half-maximal effect; % is set by controls: 0 for no effect and ±100 for the full control effect; nearly all actives have a fitted effect of over 60% in size
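Cells are dispensed, compounds pinned in, plates held at 37 °C for 72 h, then CellTiter-Glo is added and luminescence read after 10 minutes. Cell line: parental KB-3-1 in phenol-red-free DMEM, 10% FBS.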
IL1B secr inh – blocks inflammasome-driven IL-1 beta release; activity change, % at 57.5 µM; AID 743279; THP-1 LPS/ATP IL-1B secretion, AlphaLISA, 16 h; active compounds read low; hit rate 4.7% among 360,000; in the data active = activity change below about -50%; inconclusive = mostly about -30% to -49%; note: % is set by controls: 0 for no effect and ±100 for the full control effect
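THP-1 cells pretreated 1 hr with compounds (up to 57.5 uM final), then stimulated with LPS (250 ng/mL final) plus ATP (1.25 mM final); secreted IL-1B measured by AlphaLISA after 16 hr, decreased signal indicating inhibition.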
HT1080-NT tox – kills 2HG-producing HT-1080-NT fibrosarcoma cells | hit rate 1.6% among 360,000 | Potency, µM (highest dose often 46.1 µM), inactives show top-dose activity, negative = less viability, most hits filed as cytotoxic | HT-1080-NT fibrosarcoma viability, CellTiter-Glo ATP luminescence, 48 h;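 note: NT is the 2HG producing partner of a matched IDH1 knockdown line; potency is the fitted concentration of half-maximal effect; 0% = DMSO-treated cells and -100% = media-only wells without cells; nearly all actives have a fitted effect of over 55% in size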
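Toxicity toward the 2HG-producing NT line was scored as %Activity, normalised to DMSO and no-cell wells, from CellTiter-Glo luminescence after 48 hours' treatment.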
HT1080 IDH1KD tx – HT-1080 IDH1 knockdown cell toxicity (counter line) | hit rate 2% among 360,000 | HT-1080 IDH1 knockdown viability, ATP luminescence, 48 h | Potency, µM (highest dose often 46.1 µM), for inactives: top-dose activity, negative = toxicity, actives largely listed as cytotoxic;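 note: potency is the fitted concentration of half-maximal effect; 0% = DMSO wells and -100% = cell-free medium wells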
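Viability of IDH1-knockdown HT-1080 fibrosarcoma cells was assessed by CellTiter-Glo after 48 h at 37 °C with titrated compound; concentration-effect curves were classified by fit quality and response size.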
Active calls of the source: *; ? = inconclusive; / = no result given; & = joins results of further samples; [ ] = remark or other dose. Unless noted, calls come from the whole dose curve; as a rule, active = well fitted curve in the direction sought with a large enough effect; inconclusive = small, poorly fitted or top-dose-only effect, or another doubt; inactive = no such curve, though single readings can be large; an effect the other way counts as inactive or inconclusive.

SMILES	DRD3 antagonist	DRD3 agonist	GLP-1R agonist	KB-V1 MDR tox	SW480 rerep	KB-3-1 tox	IL1B secr inh	HT1080-NT tox	HT1080 IDH1KD tx
COc1cccc(OCc2nnc(SCC(=O)OCc3ccccc3)o2)c1	-16	-11	-2%	2%	-1%	22%	16	0%	-5%
COc1ccc2cc(CN(CC3CCCO3)C(=O)Nc3ccccc3)c(=O)[nH]c2c1 (configuration not stated)	21	1	3%	-5%	-11%	?	?	-4%	-1%
CCOC(=O)c1sc(=S)n(-c2ccc(Cl)cc2)c1C	-8	-7	-1%	4%	1%	7%	29	1%	4%
CC1=Nc2cccc([N+](=O)[O-])c2NC(=O)C1	18	9	21%	6%	-11%	-1%	17	3%	-2%
COc1cccc(OC)c1OCCCNC1CCCC1	-55*	-23	-7%	14%	6.5µM*	11%	-4	-15%	0%
CC(NC(=O)C(=O)N/N=C\c1ccc([N+](=O)[O-])cc1)c1ccccc1 (configuration not stated)	9	1	4%	-3%	-6%	7%	7	0%	4%
CC(=O)c1ccccc1NC(=O)CSc1nc2ccccc2c(=O)n1CCCN1CCOCC1	5	3	1%	18%	3%	-9%	8	3%	?
Cc1ccc(NC(=O)CNC(=O)c2ccc(C(C)(C)C)cc2)cc1S(=O)(=O)N1CCOCC1	-22	-14	17%	50%	?	?	-7	-9%	-9%
C=CCn1c(=O)c2ccccc2n2c(SC(C)C(N)=O)nnc12 (configuration not stated)	17	23	9%	15%	9%	2%	15	12%	9%
CS(=O)(=O)c1ccc(C(=O)OCc2nnc(-c3ccc(Cl)cc3)o2)cc1[N+](=O)[O-]	-55*	-12	-30%[inhibitor]	-20%	?	-21%	-77*	?	18µM*
COC(=O)c1ccc(C(=O)OC)c(NC(=O)C(C)C)c1	16	2	12%	-2%	-14%	2%	17	19%	16%
CC[C@]12CCCN3CCc4c(n(c5ccccc45)C(=O)C1)[C@@H]32	24	4&8	-3%	4.1µM*	13µM*	?	16	?	14%
Cc1ccc(OCC(=O)NNC(=O)c2cc3ccccc3o2)cc1	-1	-5	-9%	?	2%	7%	21	1%	-3%
Cc1ccc(C)c(S(=O)(=O)Nc2cc3c4c(c2)CCC(=O)N4CCC3)c1	-17	-3	?	-11%	-44%[inhibitor]	-8%	42	-29%	-19%
CCN(CC)CC(=O)Nc1ccc(C)cc1Br	-6	-3	6%	6%	-7%	7%	-6	-1%	-3%[9.24 µM]
COCCn1c(=NC(=O)c2cc(Cl)sc2Cl)sc2cc(S(N)(=O)=O)ccc21	-1	2	0%	3%	?	-6%	-4	-12%	0%
OC[C@@H]1CN(Cc2ccc(F)cc2)C[C@H](n2cnc3c(NC4CC4)ncnc32)O1	1	9	11%	-1%	/	0%	-5	3%	27%
Cc1ccc(C(=O)N2CCN(S(=O)(=O)c3ccccc3[N+](=O)[O-])CC2)o1	-20	1	2%	-25%	1%	10%	-1	0%	-1%
C#Cc1ccc(NC(=O)C2(C)CCN2C(=O)Cc2ccc(-c3ccccc3)cc2)cc1 (configuration not stated)	4	1	-3%	?	/	?	-2	?	?
Cc1ccccc1-c1noc(CNC(=O)COc2ccccc2)n1	15	3	9%	13%	0%	1%	7	2%	-1%
CCOC(=O)C1=C(C)N(CC(C)C)C(=O)/C1=C\c1cccs1	2	14	9%	-14%	-5%	6%	-3	6%	4%
CS(=O)(=O)N1CCC(C(=O)Nc2cc(Cl)cc(Cl)c2)CC1	-22	-17	3%	-11%	-22%	-10%	?	-5%	-5%
CC1(C)CC(=O)C(CS(=O)(=O)c2ccccc2)=C(O)C1	1	-6	-2%	?	3%	-1%	20	2%	-1%
COc1ccc(-c2ccc([C@H]3[C@H]4C=CC[C@@H](C)[C@@H]4C(=O)N3Cc3ccccc3)c(F)c2)cc1OC	-11	0	14%	?	9%[9.22 µM]	?	?	?	?
COc1ccc(Nc2nc(N)nc(CN3CCC(C)CC3)n2)cc1	-2	7	16%	-5%	-4%	-1%	-17	6%	-4%
Cc1nc(S(=O)(=O)Nc2ccccc2C(=O)NCC2CC2)cn1C	0	-9	8%	28%	-3%	1%	9	-1%	10%
CN(C)C1=NCCN1CC1CCCCCC1	-15	-7	0%	10%	-75%[inhibitor]	-2%	-1	4%	-1%
Cn1c(NCC(O)c2ccccc2)nc2c1c(=O)n(Cc1ccc(Cl)c(Cl)c1)c(=O)n2C (configuration not stated)	?	33*	-40%[inhibitor]	-15%	?	?	-67*	21µM*	18µM*
C[C@@H]1CN([C@@H](C)CO)C(=O)CCCn2nncc2CO[C@H]1CN(C)S(=O)(=O)c1ccc(C#N)cc1	-25	4	-4%	-3%	/	-6%	-9	2%	-4%
CCCn1c(SCC(=O)NC2CCCC(C)C2C)n[nH]c1=O (configuration not stated)	51	4	-5%	-5%	-5%	10%	12	20%	18%
COc1ccc(C(=O)NCCNc2nc3c(C)cccc3cc2C#N)cc1OC	19	15	18%	-30%	2.6µM*	?	-27	-8%	-6%
Cc1ccc(-c2nnc(NCc3nc4ccccc4[nH]3)c3ccccc23)cc1S(=O)(=O)N1CCCCC1	-9	-5	17%	-28%	4%	-7%	-3	-4%	4%
COc1ccc(C(=O)NCC(=O)N/N=C/C=C/c2ccccc2)cc1OC	-10	-5	7%	1%	-6%	4%	5	10%	7%
CCCCn1cnc2c(SCc3ccccn3)nc(N)nc21	3	8	33%	0%	-2%	10%	-75*	2%	2%
CCCC[C@@H]1CNC(=O)C(=O)N1CCc1cc(C(F)(F)F)cc(C(F)(F)F)c1	0	8	9%	?	1%	18%	-5	4%	0%
O=C(Nc1ccc(F)cc1F)c1ccc2c(c1)OCCO2	-1	-7	-1%	-9%	-21%	2%	-7	-8%	-15%
C=CCn1c(N)c(S(=O)(=O)c2cccs2)c2nc3ccccc3nc21	22	-3	15%	-4%	0%	-1%	?	-1%	-4%
CCCCN(CC)CCNC(=O)Cn1cnc2sc(C)c(S(=O)(=O)N3CCC(C)CC3)c2c1=O	3	2&-8	7%	5%&5%	-10%	-16%&12%	5	4%	8%
CCCCN(CCCC)CCNC(=O)CN1C(=O)CSc2ccc(S(=O)(=O)N3CCCCC3)cc21	-1	-9&-14	2%	16%&4%	?	-1%&-1%	-21	?	-26%
CCOC(=O)CCNc1n[nH]c(=O)[nH]c1=O	1	1	-10%	14%	2%[9.22 µM]	5%	1	11%	11%
COc1ccccc1NC(=O)C1=C(C)Nc2nc(SCc3ccccc3)nn2C1c1ccncc1 (configuration not stated)	/	2	1%	-9%	/	-2%	/	/	/
CCOc1ccc(OCCC(=O)N(CCC2=CCCCC2)c2c(N)n(Cc3ccccc3)c(=O)[nH]c2=O)cc1	-29	-19	-15%	0%	-5%	?	-2	-9%	-22%
CCOc1ccc(Cc2nnc(N)s2)cc1OCC	22	6	2%	25%	0%	4%	-3	2%	0%
O=C(Nc1ccc(C(=O)O)cc1)/C(=C/c1ccc2c(c1)OCO2)NC(=O)c1cccc(Br)c1	16	3	5%	29%	-10%	10%	-9	1%	17%
CCc1ccccc1N(CC(=O)N1CCCCC1)S(=O)(=O)c1ccccc1	12	-22	5%	-17%	-2%	2%	-4	-8%	-7%
Cn1c2c(c(=O)n(C)c1=O)CN(CC1CCCO1)CN2 (configuration not stated)	1	-2	-6%	19%	-8%	-4%	3	16%	18%
S=c1[nH]cc(-c2ccc(Cl)cc2)n1Cc1ccccc1	11	-10	0%	0%	-4%	13%	?	25%	23%
CC(=O)Nc1ccc(OCCOc2ccccc2C(C)=O)cc1	0	-5	13%	0%	8%	-9%	11	0%	-2%
CC(C)(C)C(=O)N1CCN(c2ncnc3scc(-c4ccccc4)c23)CC1	1	-2	5%	15µM*	24%	?	-56*	-23%	?
CCCc1nc2ccccc2n1Cc1ccccc1OC	3	4	8%	15µM*	-1%	?	-9	?	-2%

The results go on:
SMILES	DRD3 antagonist	DRD3 agonist	GLP-1R agonist	KB-V1 MDR tox	SW480 rerep	KB-3-1 tox	IL1B secr inh	HT1080-NT tox	HT1080 IDH1KD tx
CC1CCC2(CC1)NC(=O)N(CC(=O)c1cn(CCC#N)c3ccccc13)C2=O (configuration not stated)	-16	-15	-2%	-2%	-2%	0%	-25	0%	-1%
C(=N\n1cnnc1)/c1cn(Cc2ccccc2)c2ccccc12	6	19	17%	15µM*	-3%	-1%	-12	-30%	?
O=C(Cn1cnc2ccccc2c1=O)NCCC(=O)N1CCN(Cc2ccccc2)CC1	-13	-5	1%	-7%	-19%	0%	31	-3%	-3%
O=C(Cn1sc2ccccc2c1=O)Nc1ccc(Cl)cc1	-22	-4	1%	?	/	-5%	-105*	?	-21%
CN(C(=S)Nc1ccccc1F)C1(c2ccccc2Cl)CCCCC1=O (configuration not stated)	7	30*	-8%	5%	0%	1%	-1	6%	-5%
CCCCN1CCNC[C@@H]1c1ccccc1	-26	0	3%	-4%	-4%	7%	-2	0%	0%
COc1cc([N+](=O)[O-])cc2cc(C(=O)NC(C)(C)C)c(=O)oc12	-16	1	1%	15%	-12%	14%	30	7%	5%
CCCCN(C)CCCNC(=O)C1CCC(CNS(=O)(=O)c2c(C)cc(C)cc2C)CC1 (configuration not stated)	4	0	11%	0%	-11%	0%	16	-18%	6%
CCN(CC)C(=O)Cn1cc(C(=O)C(=O)Nc2ccc3c(c2)OCCO3)c2ccccc21	1	0	10%	?	1%	?	?	?	?
